KOR beta-arrestin-1 – KOR agonists, beta-arrestin recruitment, primary screen, cell-based, luminescence, uHTS (AID 1777). KOR beta-arrestin recruitment, luminescence; higher % means a stronger effect. actives 0.02% (n = 280,000). Kappa-type opioid receptor (Homo sapiens). activation, % at 10 µM; hits with a dose series show EC50 in µM; in the data active means activation above about 50%, passing the limit was not always enough; further: a part of the inactive calls stands beside numbers as strong as those of hits
KOR beta-arrestin-2 – KOR antagonists, beta-arrestin recruitment, cell-based, luminescence, uHTS (AID 1778) | actives 0.091% (n = 290,000) | one-dose inhibition, % at 10 µM; IC50 in µM for titrated hits | Kappa-type opioid receptor (Homo sapiens) | KOR beta-arrestin recruitment, luminescence, antagonist mode; higher % means a stronger effect; further: strong numbers were not always called active
NTR1 ag – agonists of NTR1, primary screen, imaging, U2OS cells, beta-arrestin-GFP, high content (AID 493036). actives 0.17% (n = 330,000). Neurotensin receptor type 1 (Homo sapiens), P30989. NTR1-U2OS beta-arrestin-GFP spot imaging, agonist mode. activation, % at 20 µM;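 active means activation at or above 40% of the spot to cytoplasm intensity ratio, with at least 20 cells analyzed; inconclusive means wells under 20 cells, flagged as cytotoxic or low count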;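 further: 0% = DMSO without peptide and 100% = 100 nM NTR1 peptide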
Target sequence (P30989 whole entry, looked up): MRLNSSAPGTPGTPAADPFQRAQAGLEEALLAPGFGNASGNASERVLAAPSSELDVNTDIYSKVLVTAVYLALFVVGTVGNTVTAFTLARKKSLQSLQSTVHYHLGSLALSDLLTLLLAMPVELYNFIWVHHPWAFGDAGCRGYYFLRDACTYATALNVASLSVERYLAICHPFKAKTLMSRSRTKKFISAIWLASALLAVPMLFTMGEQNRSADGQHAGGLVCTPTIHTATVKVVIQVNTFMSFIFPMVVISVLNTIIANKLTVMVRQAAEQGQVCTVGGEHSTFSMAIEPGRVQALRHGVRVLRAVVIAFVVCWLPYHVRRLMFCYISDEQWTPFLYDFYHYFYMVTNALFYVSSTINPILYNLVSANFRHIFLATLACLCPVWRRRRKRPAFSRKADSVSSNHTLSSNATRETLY
GPR55 LPI antagonism – GPR55 antagonists blocking LPI-driven arrestin recruitment, primary screen, imaging, U2OS, beta-arrestin-GFP, LPI agonist (AID 2013); G-protein coupled receptor 55 (Homo sapiens); actives 0.13% (n = 290,000); U2OS GPR55 beta-arrestin-GFP translocation imaging, LPI antagonism; higher % means a stronger effect; one-dose inhibition, % at 10 µM; IC50 in µM for titrated hits;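 active means spots per cell inhibited over 60%, with over 100 cells counted and total cytoplasm intensity under 500,000; inconclusive means wells with under 100 cells, flagged as likely toxic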;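 further: U2OS cells stably carrying GPR55 and arrestin-GFP stimulated by 5 µM LPI near EC80; imaged beta-arrestin-GFP aggregate spots per cell after agonist stimulation; plate controls were LPI-stimulated DMSO wells for no effect and DMSO wells without LPI for full effect; some results filed as inactive read as strong as hits; confirmed hits need IC50 under 10 µM and bright autofluorescent wells are also inconclusive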
Myeloid diff MLP – induction of myeloid progenitor differentiation, primary screen, cell-based, flow cytometry, MLPCN library; AID 624256, 2012; actives 1% (n = 360,000); calls only at 10 µM; ER-HoxA9 myeloid progenitors, lysozyme-GFP differentiation;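 active means normalized GFP-positive differentiation at or above the plate's own cutoff, the solvent-only control mean plus 3 SD; inconclusive means no clear call, values can overlap the other calls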;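 further: cells exposed to compound for four days before flow analysis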
GPR55 activation – GPR55 agonists via beta-arrestin recruitment, primary screen, imaging, U2OS cells, beta-arrestin-GFP redistribution (AID 1961); U2OS GPR55 beta-arrestin-GFP redistribution imaging; higher % means a stronger effect; G-protein coupled receptor 55 (Homo sapiens); actives 0.048% (n = 290,000); activation, % at 10 µM; hits with a dose series show EC50 in µM;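 active means activation above 40% with more than 50 cells counted in the well; inconclusive means wells holding fewer than 50 cells, flagged as toxic or sparse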;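 further: U2OS osteosarcoma cells stably expressing GPR55 and beta-arrestin-GFP; plate controls were DMSO negative control for no effect and LPI positive control for full effect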
NOD1 inhibition – NOD1 signaling inhibitors, primary screen, cell-based, luminescence, uHTS (AID 1578); NOD1-driven NF-kB luciferase reporter cells, luminescence; higher % means a stronger effect; inhibition, % at 4 µM; hits with a dose series show EC50 in µM; actives 1% (n = 290,000); in the data active means inhibition mostly above about 36%, no sharp cut-off; inactive means mostly below about 34%;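 further: HEK-293T reporter cells stimulated with the NOD1 agonist gamma-tri-DAP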
T cell modulator – modulators of CD8 T cell-vesicle binding, primary screen, mouse 2C CD8+ T cells, flow cytometry | 2C CD8+ T cell-vesicle binding; hits give low values | calls only at 7 µM | actives 0.068% (n = 330,000) | AID 2052, 2009;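 active means response, share of CD8 T cells binding vesicles, and their 90th percentile fluorescence all below set limits, cut at about 80% in these data, passing the limit was not always enough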
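Material: murine 2C transgenic CD8+ T lymphocytes / Also added: QL9-peptide-loaded Drosophila micro-vesicles bearing Ld, ICAM-1 and B7-1 / Schedule: binding step 1.5 h, 37 °C, antibody labelling 20 min, ice / Signal: flow cytometry, PE anti-B7-1 (FL2) versus Alexa647 anti-CD8 (FL8), PFA-fixed / Evaluation: percent CD8+ FL2 mean versus row control / Benchmarks: naked versus QL9-loaded vesicles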
NOD2 inhibition – NOD2 signaling inhibitors, cell-based, luminescence, uHTS, HEK293 (AID 1566) | HEK293 NOD2/NF-kB luciferase reporter, luminescence; higher % means a stronger effect | actives 0.63% (n = 290,000) | inhibition, % at 4 µM, or EC50 in µM where a hit was titrated; further: many of its hits are not listed in these tables
T cell modulator vesicle-bound % – second read-out of T cell modulator, no call of its own (marks repeat the call); double positive events, %; measured here: CD8+ vesicle-bound cell fraction;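 binding gate set so that unloaded-vesicle control wells show 10% double positive cells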
NTR1 ag cell count 20 µM – recorded beside NTR1 ag, whose call it bears; cell count; measured here: cell count, cytotoxicity flag
Myeloid diff MLP GFP+ MAC1+ % – also measured in Myeloid diff MLP; calls as there; GFP+ MAC1+ double positive, %; measured here: differentiation confirmed by MAC1 staining
Numbers without * were called inactive; i = inactive; ? = inconclusive; · = not tested or not shown; + = active, no number; [ ] = dose if it differs, or a comment. Unless noted, no stated cut-off is given here; in the data, active means inhibition above about 50%; inactive means the rest.

SMILES	KOR beta-arrestin-1	KOR beta-arrestin-2	NTR1 ag	NTR1 ag cell count 20 µM	GPR55 LPI antagonism	Myeloid diff MLP	Myeloid diff MLP GFP+ MAC1+ %	GPR55 activation	NOD1 inhibition	T cell modulator	T cell modulator vesicle-bound %	NOD2 inhibition
C=CCNC(=O)[C@@H]1CSC2c3ccc(OC)c(OC)c3C(=O)N21 (stereo partly specified)	-0.7%	-12.3%	-1.2	77	-5.2%	·	·	-0.3%	-8.1%	i	34.9	-0.2%
O=C(O)c1ccc(COc2ccccc2[N+](=O)[O-])o1	-0.1%	-21.8%	5.0	47	-8.9%	i	0.2	-0.3%	-21.2%	i	55.3	-11.8%
COc1ccc(Nc2nc(Cl)nc(Nc3ccc(OC)cc3)n2)cc1	-2.7%	16.7%	-1.4	34	11.0%	i	0.1	-0.3%	-21.8%	i	55.7	14.9%
Cc1c(Cl)cccc1NC(=S)Nc1ccc2[nH]c(=O)[nH]c2c1	-3.4%	28.9%	0.1	52	3.4%	i	0.4	-1.9%	3.9%	i	16.2	18.8%
COc1ccc(S(=O)(=O)NCC2CCCN(Cc3cccnc3)C2)cc1 (stereo unspecified)	8.4%	7.1%	-1.1	37	-4.0%	i	0.6	-0.3%	·	i	42.4	·
C=CCN1C(=O)/C(=C/c2ccc(-c3ccc(F)cc3)o2)SC1=S	-4.1%	-25.9%[20 µM]	2.3	60	24.7%	i	1.5	0.4%	-20.4%	i	8.7	-4.8%
O=C(O)COc1ccc(/C=N/NC(=O)Cc2ccc(Cl)cc2)cc1	-4.0%	15.6%	0.3	61	1.8%	i	0.9	0.2%	-0.3%	i	39.9	12.1%
O=C(c1ccc(COc2c(F)c(F)cc(F)c2F)o1)N1CCN(c2ccccc2)CC1	-0.1%	-30.0%	1.3	87	4.7%	i	0.9	-0.3%	17.7%	i	3.3	0.4%
COc1cccc2cc(C(C)N(CCCN3CCOCC3)C(=S)Nc3ccccc3C)oc12 (stereo unspecified)	-5.4%	-28.0%	0.2	68	13.6%	i	0.2	0.6%	-24.6%	i	37.1	-10.9%
CC(C)OCCCn1c(=N)c(C(N)=S)cc2c(=O)n3ccccc3nc21	1.1%	-4.3%	0.4	103	4.1%	+	1.8*	0.3%	1.6%	i	35.6	0.8%
CC(C)C(=O)Nc1cccc(NC(=O)c2cccc(Br)c2)c1	-5.6%	20.7%	-0.3	88	11.2%	i	0.1	0.9%	-36.8%	i	48.7	-7.5%
CC(C)S(=O)(=O)C1=NSC2=NC(=O)/C(=C\c3ccc(-c4ccccc4)o3)C(=N)N21	10.4%	-16.6%	·	·	10.2%	i	0.3	0.8%	-24.0%	i	23.4	0.8%
CCOC(=O)CNC(=O)c1sc(NC(=O)c2ccccc2F)nc1C	-4.4%	-30.4%	0.2	57	6.8%	i	7.4	0.1%	-88.1%	i	38.1	-55.9%
C/C(=N\NC(=O)c1nn(C)c(C)c1Br)c1ccc(NC(=O)c2ccoc2C)cc1	4.0%	-56.0%	4.6	81	-4.8%	i	0.3	0.9%	35.8%	i	45.8	-14.7%
S=C(Nc1ccccc1)Nc1nccs1	-0.1%	-16.3%	0.4	99	-4.0%	i	0.7	0.3%	-2.3%	i	27.9	-169.1%
Cc1ccc(S(=O)(=O)NC2=C(N3CCN(Cc4ccccc4)CC3)C(=O)c3ccccc3C2=O)cc1	-0.6%	-36.1%	1.1	66	19.0%	+	1.0*	-0.1%	-18.1%	i	6.0	7.2%
N#Cc1ncn(-c2ccc(Oc3ccccc3)cc2)c1N	-1.2%	-3.9%	-0.2	44	1.9%	i	0.3	-0.2%	-44.0%	i	5.7	5.8%
O=C(Cc1ccc(Cl)cc1)NCC(=O)N1CCCC1	-3.4%	30.7%	-0.4	41	-5.0%	i	1.3	-0.2%	-16.0%	i	30.3	2.1%
CC1CC2=C(NC(=S)NC2c2cccc(F)c2)/C(=C/c2cccc(F)c2)C1 (stereo unspecified)	-9.3%	4.5%	·	·	7.8%	?	·	-0.4%	15.1%	·	·	18.1%
CCCN(CCC)CCNc1c(NC2CCN(C(=O)OCC)CC2)c(=O)c1=O	3.2%	-7.4%	2.6	53	14.4%	i	4.1	-0.2%	-13.1%	i	37.0	7.1%
Cc1ccc(S(=O)(=O)NCc2cccnc2)cc1C(=O)N1CCCC1	0.0%	8.6%	-1.6	57	7.2%	i	2.6	0.3%	-16.8%	i	31.3	17.7%
Cc1cccc(CCN(CC(=O)NC(C)(C)C)C(=O)c2csnn2)c1	·	-34.3%[20 µM]	-0.5	43	2.4%	i	0.3	-0.2%	-35.7%	i	26.2	6.0%
Cc1cc(NS(=O)(=O)c2ccc(NC(=O)C(C)Oc3cccc(C)c3C)cc2)nc(C)n1 (stereo unspecified)	0.7%	-16.6%	-0.2	51	11.6%	i	0.4	-0.1%	-3.8%	i	21.2	15.0%
CCOC(=O)C1(C(F)(F)F)N=C(c2ccccc2F)OC(N(C)C)=N1 (stereo unspecified)	3.3%	6.3%	0.8	52	-2.2%	i	0.3	-0.1%	-12.0%	i	23.5	4.8%
O=[N+]([O-])c1ccc(Oc2ccc(Oc3ccc(C(F)(F)F)cn3)cc2)nc1	-1.9%	-2.1%	0.1	41	5.9%	i	0.4	0.5%	-10.1%	i	18.5	-11.6%
(list continues)
SMILES	KOR beta-arrestin-1	KOR beta-arrestin-2	NTR1 ag	NTR1 ag cell count 20 µM	GPR55 LPI antagonism	Myeloid diff MLP	Myeloid diff MLP GFP+ MAC1+ %	GPR55 activation	NOD1 inhibition	T cell modulator	T cell modulator vesicle-bound %	NOD2 inhibition
COCc1nnc(NS(=O)(=O)c2ccc(F)cc2)s1	6.9%	-13.6%[20 µM]	-0.8	68	0.2%	i	0.5	0.3%	-16.4%	i	58.1	9.7%
Cc1c(Cl)cccc1NC(=S)N1CCN(c2ncccn2)CC1	-1.0%	-0.5%	-1.2	73	0.6%	i	0.7	-0.2%	-3.8%	i	54.2	-11.8%
CCS(=O)(=O)N1CCC(C(=O)NCc2ccccn2)CC1	-1.4%	7.0%	-0.2	56	1.3%	i	5.7	-0.1%	-31.2%	i	50.5	2.5%
Cc1ccc2nc3n(c(=O)c2c1)CCCCC3	-4.5%	-17.1%	-0.7	64	3.1%	i	0.6	0.6%	4.1%	i	33.0	-5.5%
CN(C)C(=O)c1c(C(F)(F)F)nn(C)c1Cl	4.5%	-30.8%	0.9	35	5.4%	i	0.1	0.2%	-12.7%	i	54.1	-12.4%
c1ccc(-c2nn[nH]n2)nc1	0.5%	-14.3%	-0.4	33	8.0%	i	0.5	-0.1%	4.2%	i	43.4	13.7%
COc1ccc(CCN2C(=O)C3C4C=CC(C4)C3C2=O)cc1OC (stereo unspecified)	-4.0%	9.3%	0.9	64	6.3%	i	1.6	0.2%	-13.9%	i	11.6	9.1%
O=C(c1ccc(F)cc1)N1CCN(c2ccc([N+](=O)[O-])cc2-n2cccc2)CC1	-5.9%	42.6%	5.7	47	-3.8%	i	0.3	0.3%	-4.9%	i	26.5	-1.0%
Cc1ccc(N(CC(=O)NC(C)(C)C)C(=O)CNC(=O)c2cccs2)cc1	-3.4%	-46.3%[20 µM]	-0.5	34	-4.0%	i	0.4	-0.1%	-26.2%	i	27.5	0.8%
Cc1ccc(-c2nc3c(Cl)cc(Cl)cc3c(=O)n2O)cc1	9.5%	-49.6%	2.8	79	-6.3%	i	0.7	-0.1%	7.9%	i	4.3	5.5%
Cc1cccc(N2CCN(C(=O)c3ccnn3C)CC2)c1C	0.0%	-15.5%	0.4	65	4.8%	i	0.5	-0.1%	-19.5%	i	40.6	7.8%
CC(C)OCC(O)Cn1c(N2CCCC2)nc2c1c(=O)[nH]c(=O)n2C (stereo unspecified)	1.9%	12.8%	0.2	55	-8.9%	i	8.4	-0.2%	-4.9%	i	48.2	-0.5%
CCOc1ccc(NC(=O)CCN2CCN(S(=O)(=O)c3ccc(F)cc3)CC2)cc1	-0.5%	-7.5%	0.4	54	4.4%	i	0.8	0.2%	-4.3%	i	36.4	-8.6%
O=C(CN1CCCC1)Nc1ccc(OC(F)(F)F)cc1	·	-23.8%[20 µM]	2.5	64	-27.6%	·	·	-0.1%	17.7%	i	37.8	0.6%
CCOc1ccc(/C=C/C(=O)c2cc(Br)ccc(=O)c2O)cc1	6.8%	-10.2%	·	·	9.4%	i	0.4	-0.2%	-13.0%	i	42.6	1.0%
CCC(=O)c1ccc(OCC(O)Cn2nc(C)cc2C)cc1 (stereo unspecified)	-2.4%	15.8%	1.1	56	-1.1%	i	7.6	-0.2%	-4.9%	i	23.5	-7.2%
O=C(O)CCn1c(SCCOc2ccccc2F)nc2ccccc21	-9.9%	-3.1%[20 µM]	2.0	42	-3.9%	i	0.1	-0.2%	16.2%	i	39.8	1.0%
CC(=O)CCN1C(=O)NC2(CCCc3ccccc32)C1=O (stereo unspecified)	3.9%	-21.2%	1.0	64	9.6%	i	0.8	-0.1%	-39.1%	i	8.1	0.3%

From PubChem BioAssay

The list is partial, so the mix of outcomes need not match the whole.
